PfG6PD inh = PfG6PD enzyme inhibitors, primary screen, biochemical, fluorescence intensity, uHTS; inhibition, % at 20 µM; 0.78% of 350,000 active; PfGluPho enzyme, NADPH resazurin-diaphorase fluorescence; glucose-6-phosphate dehydrogenase-6-phosphogluconolactonase (Plasmodium falciparum 3D7); AID 504690, 2011;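 active = inhibition reaching at least a set limit at 20 µM in the primary screen, cut at about 59% in these data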;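 also: 0% = DMSO wells with substrate and 100% = DMSO wells lacking glucose-6-phosphate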
SENP7 inh = SENP7 protease inhibitors, primary screen, biochemical, luminescence, uHTS | AID 434973, 2010 | recombinant SENP7, Z-RLRGG-aminoluciferin luminescence, 40 min | Sentrin-specific protease 7 (Homo sapiens), Q9BQF6 | inhibition, % at 5 µM | 1.5% of 330,000 active;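 active = inhibition above about 50% at the single test dose, limit read from the data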;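 also: plate controls were DMSO with enzyme for no effect and no enzyme buffer wells for full effect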
HKDC1 inhibitor = HKDC1 hexokinase inhibitors, primary screen, biochemical, fluorescence, uHTS | 0.16% of 340,000 active | recombinant HKDC1, G6PDH/diaphorase resazurin coupled fluorescence | inhibition, % at 20 µM | Q2TB90;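 active = inhibition above about 35% when tested at 20 µM, limit read from the data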;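 also: plate controls were DMSO wells with enzyme for no effect and DMSO wells lacking enzyme for full effect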
Target sequence (Q2TB90 whole entry, looked up): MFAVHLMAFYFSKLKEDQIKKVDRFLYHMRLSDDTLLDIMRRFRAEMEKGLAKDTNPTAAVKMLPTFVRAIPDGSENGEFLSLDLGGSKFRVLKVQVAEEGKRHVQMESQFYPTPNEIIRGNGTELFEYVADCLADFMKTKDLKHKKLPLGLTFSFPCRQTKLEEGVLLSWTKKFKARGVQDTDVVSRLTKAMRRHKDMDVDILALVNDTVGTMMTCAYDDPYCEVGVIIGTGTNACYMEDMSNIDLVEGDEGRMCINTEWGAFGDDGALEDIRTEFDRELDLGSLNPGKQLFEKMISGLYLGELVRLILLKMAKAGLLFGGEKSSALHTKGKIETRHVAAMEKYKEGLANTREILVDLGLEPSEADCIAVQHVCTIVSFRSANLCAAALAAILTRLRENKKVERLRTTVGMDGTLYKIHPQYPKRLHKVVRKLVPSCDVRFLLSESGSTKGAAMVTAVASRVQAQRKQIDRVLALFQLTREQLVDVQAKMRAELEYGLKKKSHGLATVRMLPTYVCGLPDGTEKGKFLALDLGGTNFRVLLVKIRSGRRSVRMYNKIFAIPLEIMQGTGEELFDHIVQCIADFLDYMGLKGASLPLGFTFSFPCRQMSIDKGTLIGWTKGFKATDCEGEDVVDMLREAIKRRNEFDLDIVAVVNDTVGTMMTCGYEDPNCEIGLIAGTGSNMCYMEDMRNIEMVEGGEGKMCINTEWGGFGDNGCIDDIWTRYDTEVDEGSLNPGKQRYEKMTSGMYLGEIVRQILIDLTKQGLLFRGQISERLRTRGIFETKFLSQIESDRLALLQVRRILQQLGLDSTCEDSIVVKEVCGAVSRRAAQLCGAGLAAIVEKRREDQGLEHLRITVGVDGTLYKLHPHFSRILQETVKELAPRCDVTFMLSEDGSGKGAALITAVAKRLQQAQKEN
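Test system: HK5 enzyme. Quantity: 5 µg/mL HK5 final. Reagent: glucose and ATP substrates. Schedule: 90 min reaction incubation at room temperature, dark. Technique: resazurin-to-resorufin fluorescence via G6PDH and diaphorase coupling, 525/613 nm. Control set: DMSO wells with and without enzyme mix.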
ATG4B inh = ATG4B protease inhibitors, primary screen, biochemical, fluorescence, uHTS. inhibition, % at 8.33 µM. AID 504462, 2011. 0.51% of 340,000 active. ATG4B cleavage of LC3-PLA2, NBD-HPC fluorescence, 1 h. Cysteine protease ATG4B (Homo sapiens), Q9Y4P1; in the data active = inhibition above about 40%
SENP8 inh = human SENP8 protease inhibitors, primary screen, biochemical, fluorescence, Nedd8 protein substrate, uHTS. Sentrin-specific protease 8 (Homo sapiens), Q96LD8. recombinant SENP8. inhibition, % at 20 µM. 0.64% of 360,000 active. AID 602440, 2012; in the data active = inhibition mostly above about 40%, no sharp cut-off; inactive = mostly below about 27%
Target sequence (Q96LD8 whole entry, looked up): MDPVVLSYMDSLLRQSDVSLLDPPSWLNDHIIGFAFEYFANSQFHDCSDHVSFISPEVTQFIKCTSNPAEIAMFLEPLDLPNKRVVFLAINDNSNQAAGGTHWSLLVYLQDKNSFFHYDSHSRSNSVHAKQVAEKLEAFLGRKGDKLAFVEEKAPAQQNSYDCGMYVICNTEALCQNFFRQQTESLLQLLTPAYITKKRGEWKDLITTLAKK
GRIN3A LBD mod = binders of NR3A ligand-binding domain, primary screen, biophysical, differential scanning fluorimetry, uHTS. Glutamate receptor ionotropic, NMDA 3A (GRIN3A) ligand-binding domain. NR3A LBD differential scanning fluorimetry, Tm shift; 0% = protein alone, 100% = glycine-bound protein. Tm shift relative to glycine control, % at 25 µM. 2.5% of 340,000 active. AID 1259313, 2017;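 active = melting temperature shift of at least 10% of the positive control shift, at one fixed dose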
SENP6 block = SENP6 protease inhibitors, primary screen, biochemical, luminescence, uHTS | 1.8% of 330,000 active | inhibition, % at 10 µM | Sentrin-specific protease 6 (Homo sapiens), Q9GZR1 | Recombinant SENP6 catalytic domain, aminoluciferin luminescence;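 active = inhibition above about 50% at the single tested dose, limit read from the data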;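 also: plate controls were DMSO wells with enzyme for no effect and DMSO wells lacking enzyme for full effect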
MPTP inh = mitochondrial permeability transition pore inhibitors, primary screen, biochemical, isolated mouse mitochondria, absorbance | Ca2+ swelling absorbance, 30 min | inhibition, % at 10 µM | 1.4% of 360,000 active;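 active = inhibition of 50% or more, scaled per plate between neutral and stimulator controls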;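 also: 0% = DMSO wells given calcium and 100% = 1 mM EGTA wells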
* = called active by the depositor; i = inactive; / = not tested or not shown.

SMILES	PfG6PD inh	SENP7 inh	HKDC1 inhibitor	ATG4B inh	SENP8 inh	GRIN3A LBD mod	SENP6 block	MPTP inh
CC(=O)n1cc([C@@H]2C=C(C(=O)N3CCOCC3)O[C@H](OCc3ccc(CO)cc3)C2)c2ccccc21	5	2	1	-12	3	1	12	-0.1
CCOC(=O)N1CCN(C(=O)NC2CCCCC2)CC1	7	9	5	-5	7	1	-8	-1.0
COC(=O)[C@@H]1CCCN1Cc1c(C(=O)N2CCOCC2)nc2c(C)cccn12	-2	0	-1	4	-20	0	-8	-3.8
CC1=CC(C)(C)N(C(=O)CSc2nnc(-c3ccc(C)cc3)o2)c2ccc(C)cc21	4	14	2	3	4	-1	6	0.5
COc1ccc(-n2c(SCC(=O)O)nc3sc4c(c3c2=O)CCCC4)cc1	-13	-6	2	-5	1	1	7	-0.3
CCN1CCN(S(=O)(=O)c2ccc(Cl)c(C(=O)N(C)Cc3ccccc3)c2)CC1	1	1	-3	8	9	2	3	-0.7
CCSc1nnc(Nc2ccccc2)s1	-5	15	-5	12	12	-1	14	0.9
CCOC(=O)Cc1csc(NS(=O)(=O)c2ccc3ccccc3c2)n1	-11	-3	-10	-5	10	1	-6	2.1
CC(=O)Nc1nc2ccc(S(=O)(=O)N3CCCCC3)cc2s1	-2	0	-2	-3	-4	-1	-4	-0.3
COc1ccc(C(=O)/C=C/c2ccc(OC(=O)c3cc(OC)c(OC)c(OC)c3)cc2)cc1	0	-5	5	3	14	2	12	0.5
Cn1c(=O)[nH]c(=O)c2c1nc(SCC(=O)Nc1ccccc1)n2Cc1ccccc1	12	1	-3	-7	12	-5	0	-2.5
C[N+](C)(C)CCOC(=O)CCC(=O)OCC[N+](C)(C)C	-4	0	0	-3	2	-1	-10	-2.5
CN(C)c1ccc(NC(=O)CCCc2ccccc2)cc1	50	4	1	-12	26	0	-6	-1.1
CCOc1cccc(C2/C(=C(/O)c3ccc4c(c3)CC(C)O4)C(=O)C(=O)N2Cc2cccnc2)c1 (stereo unspecified)	0	2	-1	-7	-2	-1	3	-0.4
Oc1ccc(CN2CCN(Cc3ccccc3)CC2)c2cccnc12	-23	1	-2	-5	23	-4	2	-2.9
Cn1cccc1Cc1nnc(SCC(=O)Nc2cccc(Cl)c2)n1-c1ccc(F)cc1	11	-5	-1	9	-18	-12	15	1.7
Cc1sc2ncnc(OCC(=O)c3ccc(S(=O)(=O)N4CCCC4)cc3)c2c1C	7	2	19	-3	24	-1	-13	2.3
Cc1ccccc1-n1nc2c(c1NC(=O)c1ccco1)CS(=O)(=O)C2	3	-3	-4	2	0	2	-4	-0.7
Cc1cc(C)nc(SCc2nnc(SCC(=O)NCc3ccco3)n2-c2ccccc2)n1	7	2	-6	-6	-9	2	-1	-0.4
CCCCNC(=O)N1CCOCCOCCN(C(=O)NCCCC)CCOCC1	-5	1	-2	-2	-1	1	-4	-0.2
O=C(c1ccccc1)c1ccc(C(=O)N2CCN(c3ccccc3Cl)CC2)cc1	7	8	7	10	6	2	-4	-0.7
Nn1c(SCC(=O)Nc2cccc(C(F)(F)F)c2)nncc1=O	16	2	-9	-7	4	-1	-5	-1.1
CCOc1ccc(-c2nc(N)ncc2Oc2ccccc2Br)c(O)c1	25	4	1	-8	20	-4	-42	-8.8
Nn1c(SC/C=C/c2ccccc2)nnc1-c1ccncc1	6	-3	-7	-1	-5	0	-15	-0.2
Nc1cc(=O)[nH]c(SCc2nc3ccccc3n2Cc2ccccc2)n1	-10	6	1	-9	-2	-2	9	-1.1

Retrieved by compound from the entries so far, 2 records:
SMILES	PfG6PD inh	SENP7 inh	HKDC1 inhibitor	ATG4B inh	SENP8 inh	GRIN3A LBD mod	SENP6 block	MPTP inh
Cc1cc(C)nc(SCc2nnc(SCC(=O)NCc3ccco3)n2-c2ccccc2)n1	7	2	-6	-6	-9	2	-1	-0.4
CC(=O)n1cc([C@@H]2C=C(C(=O)N3CCOCC3)O[C@H](OCc3ccc(CO)cc3)C2)c2ccccc21	5	2	1	-12	3	1	12	-0.1

Back to the main list, starting 5 compounds before the break.
SMILES	PfG6PD inh	SENP7 inh	HKDC1 inhibitor	ATG4B inh	SENP8 inh	GRIN3A LBD mod	SENP6 block	MPTP inh
O=C(c1ccccc1)c1ccc(C(=O)N2CCN(c3ccccc3Cl)CC2)cc1	7	8	7	10	6	2	-4	-0.7
Nn1c(SCC(=O)Nc2cccc(C(F)(F)F)c2)nncc1=O	16	2	-9	-7	4	-1	-5	-1.1
CCOc1ccc(-c2nc(N)ncc2Oc2ccccc2Br)c(O)c1	25	4	1	-8	20	-4	-42	-8.8
Nn1c(SC/C=C/c2ccccc2)nnc1-c1ccncc1	6	-3	-7	-1	-5	0	-15	-0.2
Nc1cc(=O)[nH]c(SCc2nc3ccccc3n2Cc2ccccc2)n1	-10	6	1	-9	-2	-2	9	-1.1
CCOC(=O)N1CCN(S(=O)(=O)c2ccc(C)c(C)c2C)CC1	-4	-5	-6	-2	22	-2	-5	-0.9
CCOc1ccc(C(=O)Oc2cc(C)[nH]c(=O)c2[N+](=O)[O-])cc1OCC	3	-4	1	-3	15	2	7	-1.8
O=C(CC(C(=O)NCc1ccccc1)c1nc2ccccc2c(=O)[nH]1)NCc1ccccc1 (stereo unspecified)	-6	-1	-8	-4	3	3	-11	1.9
O=C(NCc1ccc(F)cc1)C1CCN(c2cnccn2)CC1	0	2	-4	-9	-313	0	-5	-1.2
CCCN1C(=O)c2cc(C(=O)O)ccc2C1O (stereo unspecified)	0	-15	12	-2	7	4	-6	0.8
COCCN1CCC(CO)C1 (stereo unspecified)	8	/	-2	4	9	0	/	0.6
COc1ccc(OC)c(NC(=S)N2CCC(C(O)(c3ccccc3)c3ccccc3)CC2)c1	7	6	-6	2	13	-1	-16	1.0
C#CCSc1nncn1C(=O)/C=C/c1ccccc1	9	13	6	-22	/	2	-11	/
Cc1sc2nc(CSCC(=O)Nc3ccc(C(=O)N(C)C)cc3)[nH]c(=O)c2c1C	12	0	0	-13	-231	0	-1	-0.7
O=C(CCC(=O)Nc1ccccc1Cl)NNC(=O)c1ccco1	13	-1	10	-4	28	-2	3	0.0
Cc1cc(C)cc(-n2ncc3c2CCCC3NC(=O)C2(C(N)=O)CC2)c1 (stereo unspecified)	5	7	-4	-6	3	-1	-8	0.0
O=C(Cn1nnc(-c2ccccc2F)n1)N1CCCCC1	-4	4	-5	6	3	-2	3	-0.7
CCOc1cc(-c2ccccc2)nc(N)n1	-5	1	0	-4	4	1	15	-1.2
NC(N)=NS(=O)(=O)c1ccc(NC(=S)NC(=O)c2ccc(Br)cc2)cc1	11	1	-2	-10	10	-5	-6	-2.7
Cc1ccc(S(=O)(=O)N2CCOCC2)cc1C(=O)Nc1nc(-c2ccccn2)cs1	47	8	-7	-10	24	1	11	-2.4
CCOC(=O)N1N=C(c2ccc(C)cc2)CC1(O)C(F)(F)F (stereo unspecified)	8	0	-4	-4	10	-1	8	0.0
Cc1ccccc1C(=O)NCCNC(=O)c1cnccn1	16	3	-7	0	3	0	10	-0.6
Nc1nonc1-n1nnc(C(=O)N/N=C/c2ccc(OCc3ccccc3)cc2)c1CNc1ccccc1	-6	-1	-3	2	9	31*	9	4.2
CCOc1ccc(Cc2c(Cl)nc(SC)nc2OC)cc1	-3	-1	5	-6	14	5	-21	4.9
Cc1ccc(S(=O)(=O)N2CCCOC2CNC(=O)C(=O)NCc2ccccn2)cc1 (stereo unspecified)	-8	14	-2	2	-8	0	-16	0.1
O=C(Nc1ccc(-n2cnnn2)cc1)c1cc(S(=O)(=O)N2CCCC2)ccc1Cl	12	-1	3	-14	16	0	-3	1.1
COc1ccc(OC)c(NC(=O)CSC2=C(C#N)C(c3ccco3)C3=C(CCCC3=O)N2)c1 (stereo unspecified)	-1	-4	-1	-10	-72	4	-14	0.2
COC(=O)COc1ccc(/C=N/NS(=O)(=O)c2ccccc2)cc1	-3	5	-6	-3	12	-1	-18	-0.6
Cc1ccccc1-n1c(=O)c2c(n3cnnc13)-c1ccccc1CC21CCCCC1	-16	-5	-3	0	-4	-1	-16	-4.8
S=C(c1c[nH]c2ccc(Br)cc12)N1CCOCC1	-4	8	3	-1	20	-1	7	3.8

Next section:
SMILES	PfG6PD inh	SENP7 inh	HKDC1 inhibitor	ATG4B inh	SENP8 inh	GRIN3A LBD mod	SENP6 block	MPTP inh
COc1ccc(CN2CCC(c3nc4ccc(Cl)cc4[nH]3)CC2)cc1	-14	-5	-8	-6	9	-1	-14	-1.5
Cc1c(C(=O)N2CCCc3ccccc32)sc2nc(-c3ccccc3)cn12	22	4	3	0	8	-1	-23	-2.7
COc1ccc(-c2nc3n(n2)C(c2ccccc2)C2=C(CCCC2=O)N3)cc1OC (stereo unspecified)	-13	-7	6	-5	-20	0	-2	-0.2
O=C(NCCc1ccccc1)C1CC1	-6	-1	-2	5	14	1	-34	-0.4
CCOC(=O)c1ccc(NC(=O)CN2C(=O)CSC2=O)cc1	-10	-2	-4	-4	22	0	-1	-1.4
CC1CCN(c2ccc(NC(=O)c3ccc(Br)o3)cc2)CC1	25	88*	-2	-2	10	30*	81*	-1.9
COc1ccc(C(=O)OCC(=O)Nc2cc(S(=O)(=O)N3CCOCC3)ccc2N2CCCC2)cc1	-15	8	9	-7	6	-2	-1	0.1
COc1ccc(-c2ccccc2NC(=O)C2CCCN(Cc3ccco3)C2)cc1 (stereo unspecified)	-3	-7	-6	17	-2	2	1	0.4
COCCNC(=O)CN(C(=O)CCC(=O)Nc1ccccn1)c1ccccc1F	-1	-7	-6	-7	8	-1	-17	-2.1
CCCSC(=S)c1c(C)[nH]n(-c2ccccc2)c1=O	-11	-4	1	2	19	1	-6	48
COCCCNC(=O)C(=O)C1C(=O)Nc2ccccc21 (stereo unspecified)	-11	-1	-5	2	20	-5	-2	-1.0
OC1(C#CCN2CCOCC2)CCCCC1	-18	3	-9	-1	12	0	-9	-0.2
CC(C)(C)NCc1cc2ccccc2[nH]c1=O	-23	2	-11	-2	-29	0	10	-4.9
COc1ccc(CN(CCCN2CCOCC2)C(=O)Nc2cccc(Cl)c2)cc1OC	-19	-2	-9	2	2	-1	-13	2.9
O=S(=O)(/N=C(/Nc1ccccc1)C(F)(F)F)c1ccccc1	7	-7	-6	-1	14	-7	-7	-0.9
COc1ccc(CNC(=O)CN=C2NC(=O)C(c3ccccc3)(c3ccccc3)N2)cc1	-7	0	-12	-5	10	-3	-5	16
Cc1nc(C(C)NC(=O)CCc2nnc(CCCc3ccccc3)o2)c(C)s1 (stereo unspecified)	-3	2	-11	-4	-4	0	5	-1.0
CCN(N=O)[C@@H](Cc1ccccc1)CN(N=O)[C@@H](Cc1ccccc1)CN(C)N=O	-6	8	2	3	15	-3	-16	0.6
CCCCOc1ccc(-c2nnn(CC(=O)Nc3ncc(CC(=O)OCC)s3)n2)cc1	-47	1	-2	-7	8	-1	-24	1.9
COc1ccc2oc(C(=O)NC3CCCCC3)c(C)c2c1	10	24	8	0	-106	1	14	1.5
OCCCc1nc2ccccc2n1CCCCOc1ccccc1	16	6	-3	-11	9	1	15	-0.4
Cc1cc(=O)n2[nH]c(N)c(N=Nc3ccccc3)c2n1	3	/	-9	2	16	-3	/	0.9
O=C(Cn1cnc2c(nnn2Cc2ccccc2F)c1=O)NCc1ccco1	-7	-7	-7	2	10	1	-13	0.4
Cc1ccc(OCC(=O)NNc2c3ccccc3nc3ccccc23)cc1	9	-6	11	-14	-338	-6	-20	35
Cc1ccc(S(=O)(=O)c2c(N)n(C)c3nc4ccccc4nc23)cc1	3	-2	3	-15	i	-1	8	-1.1
Cc1cc(C)c2[nH]c(=O)c(C(c3nnnn3C(C)(C)C)N3CCN(C(=O)c4ccco4)CC3)cc2c1 (stereo unspecified)	17	-3	8	-4	-80	1	-12	2.2
